Assay outcomes: PubChem BioAssay, several laboratories
Rab7 wt GTP bind – modulators of GTP binding to dog Rab7 wildtype GTPase; GTP binding activity (percent of control), % at 10 µM; 190,000 compounds, 0.055% hits; GST-Rab7 beads, fluorescent GTP binding, flow cytometry; actives lie on both sides; untreated = 100%, excess cold GTP = 0%;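 active = fluorescent GTP binding to Rab7 beads changed by at least 20 points from the 100% baseline, either direction, mostly lower; inconclusive = compound itself probably fluorescent, or too few beads counted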;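 note: median green fluorescence of bound Bodipy-FL-GTP per Rab7 bead population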
Cdc42 wt GTP – modulators (inhibitors or activators) of GTP binding to human Cdc42 wildtype; GST-Cdc42 beads, Bodipy-GTP binding, flow cytometry; actives lie on both sides; percent activity (GTP binding), % at 10 µM; 190,000 compounds, 0.2% hits;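 active = percent activity GTP binding at least 20 points away from the 100% baseline, either down as inhibitor or up as activator; inconclusive = compound flagged as likely green fluorescent from well-wide comparison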;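 note: median bead fluorescence of bound Bodipy-FL-GTP at 100 nM; 0% = excess unlabeled GTP control and 100% = no compound control; below 100% means less GTP binding so inhibitor and above means activator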
Target sequence (P60953 whole entry, looked up): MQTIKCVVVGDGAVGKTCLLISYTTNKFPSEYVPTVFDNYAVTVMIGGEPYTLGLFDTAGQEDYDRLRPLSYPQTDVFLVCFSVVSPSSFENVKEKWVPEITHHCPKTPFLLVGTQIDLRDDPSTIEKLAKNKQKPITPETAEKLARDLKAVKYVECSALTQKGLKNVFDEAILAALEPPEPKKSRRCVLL
Mcl1 Bid PPI – Mcl-1/Bid interaction inhibition. TR-FRET Mcl-1/Bid-Dy647 peptide binding, 1536-well. 220,000 compounds, 0.97% hits. AID 1021. inhibition, % at 21.7 µM. Q07820;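 active = compounds that cut the binding signal by more than half at the single screening dose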;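 note: His-tagged Mcl-1 with europium anti-His antibody binding Bid BH3 peptide; 0% = Mcl-1 plus peptide wells and 100% = peptide-only wells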
Target sequence (Q07820 whole entry, looked up): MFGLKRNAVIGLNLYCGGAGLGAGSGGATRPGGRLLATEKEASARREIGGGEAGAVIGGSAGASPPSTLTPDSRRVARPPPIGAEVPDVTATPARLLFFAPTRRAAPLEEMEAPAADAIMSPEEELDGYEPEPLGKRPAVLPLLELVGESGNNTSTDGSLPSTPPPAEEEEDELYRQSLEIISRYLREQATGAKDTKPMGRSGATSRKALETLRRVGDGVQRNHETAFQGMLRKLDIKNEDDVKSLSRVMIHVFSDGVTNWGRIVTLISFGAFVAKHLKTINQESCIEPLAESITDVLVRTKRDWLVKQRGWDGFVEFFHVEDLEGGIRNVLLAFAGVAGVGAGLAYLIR
Mcl1-Noxa inh – disrupts binding of human Mcl-1 to Noxa peptide | 220,000 compounds, 1.5% hits | inhibition, % at 21.7 µM | Q07820 | TR-FRET Mcl-1/Noxa peptide binding, 2 h | AID 1022;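 active = compounds that cut the protein-peptide binding signal by more than 50% relative to plate controls in a single-dose test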;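 note: His-tagged Mcl-1 with rhodamine Noxa BH3 peptide and terbium anti-His antibody; 0% = Mcl-1 plus Noxa peptide wells and 100% = peptide-only wells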
HRas wt GTP bind – changes GTP binding to wildtype human HRas; AID 759; GST-Ras wt beads, Bodipy-FL-GTP binding, flow cytometry; actives lie on both sides; GTP binding activity, % at 10 µM; P01112; 190,000 compounds, 0.14% hits;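 active = GTP binding activity at least 20% away from the 100% baseline, either lowered as inhibitor or raised as activator; inconclusive = flagged as likely green fluorescent, judged across all proteins in the well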;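 note: 0% = unlabeled GTP competition control and 100% = no-compound control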
Target sequence (P01112 whole entry, looked up): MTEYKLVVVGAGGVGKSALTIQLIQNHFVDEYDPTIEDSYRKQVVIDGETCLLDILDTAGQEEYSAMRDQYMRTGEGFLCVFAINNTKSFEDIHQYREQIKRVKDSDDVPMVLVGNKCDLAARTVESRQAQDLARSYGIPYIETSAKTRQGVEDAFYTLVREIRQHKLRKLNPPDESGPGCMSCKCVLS
Rab2A wt mod – changes GTP binding to wildtype dog Rab2A, up or down; P61105; GST-Rab2 wt beads, Bodipy-GTP binding, flow cytometry; GTP binding activity, % at 10 µM; 190,000 compounds, 0.19% hits; AID 760;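 active = GTP binding activity at least 20 points away from 100%, either lowered or raised; inconclusive = signal likely due to the compound's own green fluorescence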;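 note: 0% = beads with excess unlabeled GTP and 100% = no-compound control corrected for plate trend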
Pf gametocyte – P. falciparum stage V gametocyte viability inhibition; P. falciparum stage V gametocytes, ATP luminescence, 24 h; inhibition, % at 10.9 µM; 150,000 compounds, 0.065% hits; AID 743093;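 active = inhibition above the mean plus 3 SD of compounds within the control limits, set per campaign, cut at about 38% in these data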;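 note: 0% = DMSO wells and 100% = medium only without gametocytes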
RGS8-Gao – modulates binding of RGS8 to human Galphao; multiplexed bead flow cytometry; actives lie on both sides; response (percent of control binding), % at 10 µM; AID 1423; 220,000 compounds, 0.34% hits; P09471; in the data active = response below about 60% or above about 140%; inactive = in between;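 note: Galphao activated as the GDP aluminium fluoride complex binding bead-coupled RGS8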
Target sequence (P09471 whole entry, looked up): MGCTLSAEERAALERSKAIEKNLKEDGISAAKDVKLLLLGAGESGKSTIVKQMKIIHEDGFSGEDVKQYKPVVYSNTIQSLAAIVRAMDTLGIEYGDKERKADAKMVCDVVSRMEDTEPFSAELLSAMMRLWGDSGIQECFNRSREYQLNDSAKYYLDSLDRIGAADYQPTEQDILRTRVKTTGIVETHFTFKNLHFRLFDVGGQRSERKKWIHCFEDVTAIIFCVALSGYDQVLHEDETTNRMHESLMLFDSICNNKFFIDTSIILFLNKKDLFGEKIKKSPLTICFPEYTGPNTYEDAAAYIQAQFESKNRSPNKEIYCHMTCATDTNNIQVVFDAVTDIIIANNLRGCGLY
Rac1 act GTP bind – modulators of GTP binding to human Rac1 activated mutant. P63000. GST-Rac1 activated beads, fluorescent GTP binding, flow cytometry; actives lie on both sides; 100% means binding = to untreated wells. percent activity (GTP binding), % at 10 µM. 190,000 compounds, 0.11% hits. AID 764;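 active = GTP binding at least 20 percentage points away from the 100% baseline, in either direction, so actives lie on both sides; inconclusive = Compound likely fluorescent itself, or too few beads counted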
Mcl-1 Bim block – human Bim-Mcl-1 interaction inhibition. Q07820. Bead-based flow cytometry, Bim peptide-Mcl-1 binding. inhibition, % at 10 µM. 190,000 compounds, 0.1% hits. AID 1009; in the data active = inhibition above about 40%;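 note: 0% = no compound tracer wells and 100% = peptide blocker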
Rac1 wt GTP bind – human Rac1 wildtype GTP binding, inhibitors and activators; GST-Rac1 beads, fluorescent GTP binding, flow cytometry; actives lie on both sides; 0 = cold GTP competed, 100 = untreated; GTP binding activity (% of control), % at 10 µM; 190,000 compounds, 0.27% hits; AID 757;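 active = GTP binding activity at least 20 points away from the 100% control level, either lower or higher; inconclusive = compound flagged as likely green fluorescent, judged across all proteins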
* marks the source's active call; other numbers are inactive results; ? = inconclusive; . = no result given. The order is random (roughly 2.9% active in at least one column).

SMILES	Rab7 wt GTP bind	Cdc42 wt GTP	Mcl1 Bid PPI	Mcl1-Noxa inh	HRas wt GTP bind	Rab2A wt mod	Pf gametocyte	RGS8-Gao	Rac1 act GTP bind	Mcl-1 Bim block	Rac1 wt GTP bind
CN(Cc1c(O)ccc2c1oc(=O)c1ccccc12)C1CCCCC1	99.0	98.0	64.7*	-56.2	97.0	101.0	.	97.5	99.0	-4.0	102.0
CC(C)c1ccc(-n2c(-c3ccccc3)c[n+]3c2CCc2ccccc2-3)cc1	101.0	97.0	1.5	-5.0	99.0	98.0	-24.1	106.7	97.0	-1.0	98.0
c1ccc2c(c1)CCN2CCN1CCc2ccccc21	94.0	101.0	-101.1	10.2	98.0	96.0	19.6	99.7	98.0	-2.0	102.0
COc1ccc(C(=O)Nc2ccc(C)cn2)c(OC)c1	97.0	95.0	-7.2	11.1	95.0	96.0	-16.7	100.9	96.0	0.0	95.0
CCc1ccc(C(C)NC(=O)/C=C/c2ccc(Br)cc2)cc1 (stereo unspecified)	99.0	102.0	-2.2	4.4	101.0	99.0	.	98.6	100.0	-1.0	101.0
Cc1nc(SC2CCOC2=O)c2c(C)c(C)sc2n1 (stereo unspecified)	100.0	100.0	-32.5	42.6	101.0	98.0	.	104.2	98.0	0.0	100.0
Cc1ccc(N2CCN(/N=C/c3ccccc3[N+](=O)[O-])CC2)cc1	105.0	97.0	-40.7	2.2	99.0	99.0	-0.5	101.4	98.0	31.0	101.0
CC(=O)N1CCc2c(sc(NC(=O)C3CC3)c2-c2nc3ccccc3s2)C1	96.0	93.0	-10.5	26.9	93.0	94.0	.	100.2	96.0	-3.0	95.0
O=C(C/C=N/OCc1c(Cl)cccc1Cl)c1ccc(Cl)cc1	96.0	99.0	3.8	10.4	96.0	97.0	4.9	91.3	97.0	-3.0	100.0
Cc1cccc(C)c1OCC(=O)NCc1nnc(SCC(=O)NC2CCCCC2C)n1C (stereo unspecified)	99.0	111.0	-20.1	25.6	103.0	98.0	6.0	105.4	100.0	-1.0	109.0
CC(Nc1n[nH]c(=O)[nH]c1=O)C(=O)N/N=C/c1cccs1 (stereo unspecified)	101.0	97.0	-18.5	-0.4	97.0	97.0	-2.5	99.4	98.0	0.0	99.0
Cc1c(NC(=O)CCC2CCCCC2)c(=O)n(-c2ccccc2)n1C	98.0	109.0	-13.3	11.1	107.0	108.0	1.3	95.0	105.0	0.0	107.0
O=C(Nc1cccc(Cl)c1)C1CCCN(S(=O)(=O)c2ccc(F)cc2)C1 (stereo unspecified)	98.0	98.0	-5.5	21.6	95.0	99.0	25.5	112.2	97.0	-3.0	98.0
CC(=O)NCc1ccc(S(=O)(=O)NC(C(=O)O)C(C)C)cc1 (stereo unspecified)	97.0	98.0	-1.8	1.9	99.0	99.0	1.4	97.3	96.0	-2.0	99.0
CN(C)/C=C(\C#N)S(=O)(=O)C(C)(C)C	100.0	95.0	-1.1	4.7	99.0	97.0	2.2	107.6	96.0	2.0	100.0
NC(=O)[C@@H]1CCCCNc2c(F)cc([N+](=O)[O-])cc2C(=O)N[C@@H](CCCN=C(N)N)C(=O)NCC(=O)N1	105.0	105.0	2.2	20.6	102.0	103.0	.	102.7	99.0	-1.0	101.0
CC(C)(C)C(=O)n1nc(-c2ccccc2)oc1=O	95.0	98.0	-21.1	-6.3	96.0	95.0	.	103.8	97.0	-2.0	99.0
CCN(CC)S(=O)(=O)c1ccc(N2CCOCC2)c(NC(=O)C23CC4CC(CC(Cl)(C4)C2)C3)c1	98.0	94.0	-26.1	9.1	97.0	97.0	-5.9	105.4	97.0	1.0	100.0
COCCNC(=O)c1cnn2c1NC(c1ccco1)CC2C(F)(F)F (stereo unspecified)	100.0	100.0	-4.6	7.3	103.0	100.0	-38.3	104.2	100.0	-7.0	106.0
O=C(Nc1ccc(F)cc1F)c1cc(=O)n(-c2ccccc2)c(=O)[nH]1	95.0	95.0	6.0	7.1	97.0	98.0	-12.4	100.0	92.0	1.0	99.0
CCN1C(=O)CC(N2CCN(c3cccc(OC)c3)CC2)C1=O (stereo unspecified)	103.0	98.0	-57.6	13.2	105.0	101.0	0.5	95.9	97.0	0.0	98.0
Cc1cccc(OCC(=O)NCc2ccncc2)c1C	98.0	98.0	-21.1	0.2	98.0	96.0	.	100.5	98.0	-1.0	100.0
O=C(CN(CC1CCCO1)C(=O)CNS(=O)(=O)c1ccc(F)cc1)NCc1ccco1 (stereo unspecified)	102.0	95.0	-25.6	-9.7	97.0	97.0	5.2	101.6	94.0	-2.0	97.0
COc1ccc(N2CC(=O)N(c3ccc(OC)c(OC)c3)CC2=O)cc1OC	96.0	97.0	-0.7	2.0	95.0	96.0	-9.6	95.4	94.0	-1.0	94.0
COc1ccc(C(=O)NCc2nnc(SCC(=O)NCc3ccc(F)cc3)o2)cc1	?	?	-0.2	14.2	?	?	.	101.1	?	0.0	?
(continued)
SMILES	Rab7 wt GTP bind	Cdc42 wt GTP	Mcl1 Bid PPI	Mcl1-Noxa inh	HRas wt GTP bind	Rab2A wt mod	Pf gametocyte	RGS8-Gao	Rac1 act GTP bind	Mcl-1 Bim block	Rac1 wt GTP bind
O=C(C1CCCCC1)N(Cc1ccccc1)c1ccccn1	96.0	97.0	-7.4	3.6	97.0	95.0	.	98.1	95.0	-1.0	95.0
CCc1ccccc1NC(=O)c1cc2ncc(Br)cn2n1	102.0	100.0	-28.3	17.7	101.0	103.0	.	102.7	101.0	0.0	108.0
Cc1cccc(NC(=O)c2cc(NC(=O)C3CCCCC3C(=O)O)ccc2Cl)n1 (stereo unspecified)	95.0	99.0	-4.8	-3.5	99.0	97.0	7.3	103.7	98.0	4.0	96.0
CN(Cc1ccccn1)Cc1nc(COc2ccccc2)no1	99.0	96.0	-23.3	15.7	98.0	98.0	-7.4	105.3	95.0	-1.0	101.0
O=C(CSc1nc(-c2ccccc2)nn1C(=O)c1ccccc1)Nc1cccc([N+](=O)[O-])c1	97.0	95.0	-17.4	-15.8	99.0	91.0	.	100.7	93.0	0.0	101.0
CC1CCCC(NC(=O)COC(=O)c2cccc(NS(=O)(=O)/C=C/c3ccccc3)c2)C1C (stereo unspecified)	94.0	93.0	-6.4	23.7	97.0	92.0	-2.9	93.2	97.0	-2.0	98.0
COc1ccc(NC(=O)Cc2ccc(Cl)c(Cl)c2)cn1	97.0	97.0	-14.7	8.1	98.0	97.0	-4.9	102.4	97.0	2.0	96.0
O=C(NCC1CCCO1)c1ccc(COc2ccc(Cl)cc2)cc1 (stereo unspecified)	93.0	97.0	-32.5	-1.2	96.0	95.0	6.9	99.2	96.0	0.0	96.0
CN(C)C(CNC(=S)Nc1cccc(Cl)c1)c1cccnc1 (stereo unspecified)	93.0	92.0	-37.3	7.6	95.0	94.0	.	103.6	93.0	-4.0	87.0
CCN1C(=O)CC(C(=O)OC)=C1C	98.0	95.0	-18.3	-1.6	98.0	99.0	5.5	98.4	94.0	0.0	102.0
CCOC(=O)C(C(C)=O)C(c1ccc(OC)cc1)C(C(C)=O)C(=O)OCC (stereo unspecified)	99.0	103.0	-10.3	17.2	101.0	100.0	9.0	100.8	101.0	2.0	103.0
COc1ccccc1NNC(=O)C(O)(c1ccccc1OC)c1ccccc1OC	101.0	102.0	-29.3	-2.6	100.0	102.0	.	103.8	101.0	-7.0	104.0
CCn1cc(C(=O)NCCCN2CCCCCC2)c(=O)c2cc(S(=O)(=O)N3CCc4ccccc4C3)ccc21	99.0	98.0	16.7	25.3	97.0	98.0	11.5	104.3	98.0	-2.0	103.0
Nc1nonc1C(=O)NCCNC(=O)c1cccs1	105.0	99.0	3.7	-2.3	100.0	101.0	-14.9	101.2	98.0	0.0	101.0
COc1ccc(C(=O)/C=C/C(=O)N(Cc2ccccc2OC)C(C(=O)NC2CCCCC2)c2ccncc2)c(O)c1 (stereo unspecified)	99.0	97.0	-32.5	1.1	102.0	102.0	2.0	102.8	100.0	-3.0	104.0
Cc1ccccc1Nc1nc(N)nc(CSc2nnc(C)n2C)n1	91.0	94.0	-13.4	7.4	96.0	98.0	22.1	104.8	95.0	-2.0	96.0
O=C(Nc1cccnc1)C1CCN(S(=O)(=O)c2cccs2)CC1	96.0	91.0	-21.9	10.5	91.0	92.0	-21.1	99.1	91.0	-3.0	89.0
Cc1nn2c(Nc3ccc(F)cc3)c3c(nc2c1-c1ccccc1)CCC3	100.0	106.0	-4.9	-5.1	102.0	101.0	-14.1	101.2	101.0	-1.0	105.0
COc1ccc(NC(=O)C(CC(C)C)NS(=O)(=O)c2ccc3c(c2)CCN3C(C)=O)cc1OC (stereo unspecified)	101.0	103.0	-29.2	-11.5	100.0	100.0	.	103.5	100.0	-5.0	105.0
Cc1nccn1CCC1CCCCN1C(=O)CCc1nnc(-c2ccsc2)o1 (stereo unspecified)	100.0	95.0	-25.4	9.1	95.0	97.0	-29.8	108.9	95.0	-2.0	95.0
CN(Cc1cc2ccccc2[nH]c1=O)C(=O)c1cccs1	104.0	101.0	2.5	1.9	99.0	98.0	-7.5	100.6	98.0	-2.0	101.0
COc1ccc(/C=N/OCC(=O)N(Cc2ccc(OC)cc2)c2ccccc2C(=O)O)cc1	95.0	94.0	6.5	9.6	95.0	93.0	17.4	100.0	93.0	-2.0	97.0
CN(Cc1ccccc1)c1oc(COc2ccccc2F)nc1C#N	93.0	95.0	-17.9	9.2	96.0	97.0	.	94.5	95.0	-2.0	97.0
Cc1nn(Cc2ccccc2)c(Cl)c1C(=O)NCCc1ccccc1	101.0	94.0	-9.1	6.0	96.0	99.0	3.2	101.6	100.0	-2.0	98.0

Profiles, quoted from the list.
Listed for O=C(CSc1nc(-c2ccccc2)nn1C(=O)c1ccccc1)Nc1cccc([N+](=O)[O-])c1 = Rab7 wt GTP bind: 97.0; Cdc42 wt GTP: 95.0; Mcl1 Bid PPI: -17.4; Mcl1-Noxa inh: -15.8; HRas wt GTP bind: 99.0; Rab2A wt mod: 91.0; Pf gametocyte: .; RGS8-Gao: 100.7; Rac1 act GTP bind: 93.0; Mcl-1 Bim block: 0.0; Rac1 wt GTP bind: 101.0
Listed for Cc1c(NC(=O)CCC2CCCCC2)c(=O)n(-c2ccccc2)n1C = Rab7 wt GTP bind: 98.0; Cdc42 wt GTP: 109.0; Mcl1 Bid PPI: -13.3; Mcl1-Noxa inh: 11.1; HRas wt GTP bind: 107.0; Rab2A wt mod: 108.0; Pf gametocyte: 1.3; RGS8-Gao: 95.0; Rac1 act GTP bind: 105.0; Mcl-1 Bim block: 0.0; Rac1 wt GTP bind: 107.0
